# D2 antagonist = antagonists of human D2 dopamine receptor. HEK293 TREx D2 cells, calcium flux, dopamine EC80. AID 485344. 340,000 compounds, 2% hits. P14416. inhibition, % at 10 µM; in the data active means inhibition above about 30%; further: 0% is about no effect
#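 Measurement of antagonist activity uses fluorescent calcium dye in inducible HEK293 T-REx D2 cells: 10 s baseline, compound addition with 180 s read, EC80 dopamine addition with a further 180 s read.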
# D2 agonist = D2 dopamine receptor (human) agonism; P14416; HEK293 T-REx D2 cells, calcium flux agonist mode; activation, % at 2 µM; 340,000 compounds, 0.53% hits; AID 485358;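 active means activation over 3 SD above normal in the single-dose calcium agonist read, cut at about 30% in these data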; further: 0% is about no effect
#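 Agonism is scored from calcium flux in a force-coupled, inducible HEK293 cell line expressing D2, read kinetically for 180 s after compound addition against dopamine controls.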
# RXFP1 antag = RXFP1 (human) relaxin receptor antagonism. AID 1259400. activity change, negative = inhibition, % at 57.5 µM. Q9HBX9. HEK293-RXFP1, relaxin-stimulated cAMP HTRF, 30 min; active compounds read low. 350,000 compounds, 0.59% hits;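 active means activity change of -60% or lower, but not beyond a set lower limit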; further: on the % scale 0 is the no-effect control and ±100 the full control effect
# TRHR agonist = activates the human TRH receptor; activation, % at 2 µM; TRHR cells, calcium flux fluo-8, FDSS agonist mode; 360,000 compounds, 0.18% hits; further: 0% is about no effect
# Target sequence (P34981 whole entry, looked up): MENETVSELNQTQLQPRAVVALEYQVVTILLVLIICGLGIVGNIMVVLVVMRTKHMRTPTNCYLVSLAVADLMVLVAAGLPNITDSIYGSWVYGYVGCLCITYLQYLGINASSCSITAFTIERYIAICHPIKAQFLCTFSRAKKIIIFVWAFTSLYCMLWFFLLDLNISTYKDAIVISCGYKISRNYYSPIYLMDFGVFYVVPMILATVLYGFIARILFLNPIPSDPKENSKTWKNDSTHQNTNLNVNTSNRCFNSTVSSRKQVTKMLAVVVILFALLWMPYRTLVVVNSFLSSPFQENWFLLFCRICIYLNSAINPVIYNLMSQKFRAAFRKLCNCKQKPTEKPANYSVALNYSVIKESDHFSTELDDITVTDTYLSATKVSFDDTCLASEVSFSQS
#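 TRHR-expressing cells loaded with fluo-8 calcium dye; 23 nL library compound pin-transferred, kinetic FDSS fluorescence (Ex 480/Em 530) recorded about 180 s for agonist-induced calcium release, before a 10 nM TRH EC20 addition for potentiator mode.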
# D2 PAM = positively modulates the human D2 dopamine receptor allosterically. HEK293 T-REx D2, calcium flux, EC20 dopamine potentiation. potentiation, % at 10 µM. 340,000 compounds, 0.34% hits. AID 485347;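 active means potentiation over 3 SD above the plate norm, cut at about 30% in these data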; further: 0% is about no effect
#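 Potentiation of an EC20 dopamine calcium response is measured in a force-coupled, tetracycline-inducible Hek293 Trex D2 line. Compound-only kinetic reads over 180 s flag agonists before dopamine addition.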
# D1 antag = antagonists of human D1 dopamine receptor; HEK293 TREx D1 cells, calcium flux, dopamine EC80; active compounds read low; AID 504652; 360,000 compounds, 3.2% hits; P21728; activity change, negative = inhibition, % at 10 µM; in the data active means activity change below about -30%; further: on the % scale 0 is the no-effect control and ±100 the full control effect
# Target sequence (P21728 whole entry, looked up): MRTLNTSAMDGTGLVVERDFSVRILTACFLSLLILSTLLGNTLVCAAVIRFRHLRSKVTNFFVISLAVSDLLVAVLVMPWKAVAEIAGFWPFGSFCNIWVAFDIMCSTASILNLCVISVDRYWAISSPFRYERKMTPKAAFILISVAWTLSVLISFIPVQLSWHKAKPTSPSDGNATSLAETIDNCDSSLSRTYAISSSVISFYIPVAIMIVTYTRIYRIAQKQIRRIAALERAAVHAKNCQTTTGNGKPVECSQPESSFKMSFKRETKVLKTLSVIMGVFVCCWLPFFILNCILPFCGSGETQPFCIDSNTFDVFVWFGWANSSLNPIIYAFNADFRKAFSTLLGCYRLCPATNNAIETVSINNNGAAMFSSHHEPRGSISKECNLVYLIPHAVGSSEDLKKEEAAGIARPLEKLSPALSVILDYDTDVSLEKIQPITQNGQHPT
#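 After overnight tetracycline induction at 30 C, force-coupled D1 HEK293 cells took up a no-wash calcium dye at room temperature. Compounds were added and monitored 180 s, and the response to EC80 dopamine was then recorded.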
# TRHR enhancer = TRH receptor (human) allosteric enhancement | TRHR cells, fluo-8 calcium fluorescence, EC20 TRH enhancement | enhancement, % at 2 µM | 360,000 compounds, 0.66% hits; in the data active means enhancement above about 30%; further: 0% is about no effect
#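 Enhancer read-out: after compound pinning and an initial kinetic agonist-mode read, an EC20 of TRH (10 nM final) was injected and fluo-8 calcium signal (Ex 480/Em 530) followed at 1 s/cycle for 100 cycles in TRHR-expressing cells.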
# D1 agonist = activates the human D1 dopamine receptor | P21728 | HEK293 T-REx D1 cells, calcium flux, agonist mode | activation, % at 2 µM | 360,000 compounds, 1% hits; further: 0% is about no effect
#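 Tetracycline-induced HEK293 TREx D1 cells, force-coupled to calcium signalling, were dye-loaded with a no-wash calcium kit. Compound was pin-added after a 10 s baseline. Fluorescence was read kinetically at 1 cycle/s for 180 s, with calcium rises flagged as agonism.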
# D1 potentiator = enhances dopamine response at the human D1 receptor; potentiation, % at 10 µM; AID 504651; HEK293 TREx D1 cells, calcium flux, dopamine EC20 potentiation; P21728; 360,000 compounds, 0.036% hits; in the data active means potentiation above about 30%; further: 0% is about no effect
# * = called active by the depositor; · = no result given; & = joins results of further samples. Unless noted, no stated cut-off is given here; in the data, active means activation above about 30%; inactive means the rest.
smiles,D2 antagonist,D2 agonist,RXFP1 antag,TRHR agonist,D2 PAM,D1 antag,TRHR enhancer,D1 agonist,D1 potentiator
CCOC(=O)c1cn2nc(Oc3cccc(F)c3)ccc2n1,-5,0.6,-6,0.1,-7,13,12,2,3
CCN(C(=O)CSc1nnc(C2CC2)n1-c1ccccc1)C1CCS(=O)(=O)C1 (stereo not drawn),-3,-0.2,3,0.4,1,6,-1,1,0
O=c1c2ccccc2nc(SCc2nnc(-c3ccccc3)o2)n1-c1ccc(F)cc1F,-13,1.1,-3,0.3,5,6,0,5,-4
N#CC1=C2C=Cc3ccccc3N2CCCC1=O,0,-0.6,3,0.0,-8,4,-4,1,5
COc1cc(CC(=O)OCC(=O)Nc2cc([N+](=O)[O-])ccc2Cl)cc(OC)c1OC,5,-1.8,-2,-0.8,-10,-15,12,2,-4
Cc1ccc(NC(=O)c2ccc3c(c2)C(=O)N(Cc2cccnc2)C3=O)c(C)c1,8,-1.8,-3,-0.3,3,·,8,3,-3
O=C(NC1CCCC1)C1CCN(C(=O)c2ccc(-c3ccccc3)cc2)CC1,22,-1.3,10,-1.1,10,-38*,-5,5,-2
COc1ccccc1CCN=C(N)NS(=O)(=O)c1ccc(C)cc1,-24,-1.2,4,1.6,-3,2,13,1,-2
COc1ccc(-n2c3c(cc(C(=O)NCC(=O)c4ccccc4)c2=O)C(=O)CC(C)(C)C3)cc1,-19,-0.3,15,1.1,-2,-29,-8,3,-12
Cc1ccc2c(c1)c1c3n2CCN(C(=O)Cn2c(-c4ccccc4)noc2=O)C3CCC1 (stereo not drawn),-9,0.1,-15,-0.9,9,16,8,0,6
COc1ccccc1OCC(=O)NN1Cc2ccccc2C1=N,11,0.3,-14,0.1,-3,-6,3,1,-5
O=S(=O)(Nc1ccc(O)c2ccccc12)c1ccc(Br)cc1,21,0.3,·,0.0,2,-13,1,3,-5
Cc1ccc(SCC(=O)Nc2ccc(S(=O)(=O)Nc3ncccn3)cc2)cc1,-1,0.0,7,0.2,9,-11,0,1,4
Cc1ccc(Cn2cnc3ccccc32)cc1,7,0.8,12,1.8,-6,-9,-1,8,-9
O=c1[nH]c2ccc(S(=O)(=O)Nc3cc(Cl)ccc3O)cc2o1,·,1.2,-1,2.9,-3,-7,7,6,-4
Cn1c(=O)c2c(ncn2CC(=O)N2CCN(C(=O)c3ccco3)CC2)n(C)c1=O,-25,2.2,-4,0.1,7,10,-5,4,6
CC(C)COP(=O)(c1ccc(N(C)C)cc1)C(O)c1ccccc1F (stereo not drawn),0,-0.2,-7,0.0,9,-4,2,1,1
COc1ccc(CC(=O)N2N=C(C)CC2(O)c2cccnc2)cc1OC (stereo not drawn),-30,0.5,·,0.6,1,2,-1,3,-2
CCOc1ccc(NS(=O)(=O)c2ccc(C(=O)N3CCCC(C)C3)cc2)cc1 (stereo not drawn),0,-0.7,-11,-0.3,5,-52*,9,59*,6
O=C(Cn1nnc(-c2ccccc2NC(=O)c2ccco2)n1)NC1CCCCC1,-1,0.9,-19,0.3,5,-15,0,1,3
O=C(O)CCC(=O)NNc1nc2ccccc2nc1-c1ccccc1,-3,-0.5,-9,1.1,3,-15,15,-1,-6
CSc1nc2c([nH]c3ccccc32)c(=O)n1-c1ccc(C)cc1,·,1.0,·,0.3,-2,-6,-2,1,-7
CCN(c1ccccc1)S(=O)(=O)c1nnc(NC(=O)c2cccs2)s1,·,0.8,-10,-0.2,-11,-41*,6,23,-3
CCCCNC(=O)N1CCN(C(c2ccccc2)c2ccccc2)CC1,-4,0.2,-18,-0.3,-3,-26,-7,8,-6
Cc1ccc(S(=O)(=O)NC(=O)NCCc2ccccc2)cc1,7,0.5,12,0.4,4,10,-8,0,-3
COc1ccccc1NC(=O)C(=N\O)/C(C)=N/O,6,-0.1,1,-0.1,4,3,-3,1,0
Cc1ccccc1C1=N/C(=C/c2cccs2)C(=O)O1,-10,-0.7,0,0.5,8,4,-1,8,·
O=C(c1ccccc1)C1CCN(c2ncccc2[N+](=O)[O-])CC1,-3,-0.1,-15,-1.2,-5,-1,3,1,-3
Cc1cc(O)ccc1-c1cnc2ccccc2n1,1,-1.0,-3,-1.9,4,3,-18,3,0
CC(=O)Oc1cccc(N2C(=O)c3ccc(C(=O)Nc4c[nH]c(=O)[nH]c4=O)cc3C2=O)c1,-25,0.5,-15,-0.1,6,8,1,1,1

# Reformatted field by field: entries from further up.
> CSc1nc2c([nH]c3ccccc32)c(=O)n1-c1ccc(C)cc1
  D2 antagonist: ·	D2 agonist: 1.0	RXFP1 antag: ·	TRHR agonist: 0.3	D2 PAM: -2	D1 antag: -6	TRHR enhancer: -2	D1 agonist: 1	D1 potentiator: -7
> CCN(c1ccccc1)S(=O)(=O)c1nnc(NC(=O)c2cccs2)s1
  D2 antagonist: ·	D2 agonist: 0.8	RXFP1 antag: -10	TRHR agonist: -0.2	D2 PAM: -11	D1 antag: -41*	TRHR enhancer: 6	D1 agonist: 23	D1 potentiator: -3
> CCCCNC(=O)N1CCN(C(c2ccccc2)c2ccccc2)CC1
  D2 antagonist: -4	D2 agonist: 0.2	RXFP1 antag: -18	TRHR agonist: -0.3	D2 PAM: -3	D1 antag: -26	TRHR enhancer: -7	D1 agonist: 8	D1 potentiator: -6

# Following part
smiles,D2 antagonist,D2 agonist,RXFP1 antag,TRHR agonist,D2 PAM,D1 antag,TRHR enhancer,D1 agonist,D1 potentiator
O=C(NCC1CCCO1)c1cc(S(=O)(=O)N2CCCCC2)ccc1Cl (stereo not drawn),-10,0.1,2,1.4,8,1,2,3,7
CCOc1ccc(NC(=O)CN(C)C(=O)CN2C(=O)C3CCCCC3C2=O)cc1OCC (stereo not drawn),17,-0.4,-13,-0.3,-18,20,-2,2,5
Cc1ccc(-c2noc(-c3ccc(NCC4CCCO4)c([N+](=O)[O-])c3)n2)cc1 (stereo not drawn),·,-1.4,·,1.2,4,-8,-1,25,-2
Cc1cccc(OCC(=O)Nc2ccc(CN3CCOCC3)cc2)c1C,17,-0.4,-7,1.1,-6,11,-4,6,0
COc1cccc(NC(=O)Cn2c(=O)n(Cc3ccccc3)c(=O)c3c2c2cc(C)ccc2n3C)c1,·,·,·,0.1,1,10,3,3,-1
COc1ccc(NC(=O)c2oc3ccc(S(=O)(=O)N4CCOCC4)cc3c2C)c(OC)c1,·,0.0,1&-13,0.4,-5,2,-1,0,3
COc1ccc(-c2nc[nH]c2[N+](=O)[O-])cc1,26,-0.8,5,0.3,4,6,2,-2,1
CCCCN(C(=O)c1ccc2c(c1)OCO2)c1c(N)n(CCCC)c(=O)[nH]c1=O,-7,-0.2,24,0.1,-5,-7,-6,2,-5
CN(C)S(=O)(=O)c1cccc(C(=O)OCC(=O)N2CCCC2=O)c1,-2,0.0,2,-0.2,-4,5,-7,1,-1
CN(C)S(=O)(=O)c1ccc2c(c1)N(CC(=O)Nc1ccc(F)cc1)C(=O)CS2,·,0.0,·,1.5,-3,-9,-1,2,-6
COc1ccc(C(C)NC(=O)CCc2ccccc2)cc1 (stereo not drawn),8,1.0,7,-0.1,1,3,1,-2,-5
c1ccc2c(c1)ncn2Cc1nnc2sc(-c3ccncc3)nn12,-8,-0.3,1,0.0,8,-15,-6,0,-1
Cc1cccc(S(=O)(=O)NCCC(=O)OCC(=O)Nc2ccc(C#N)cc2)c1,-12,0.3,-5,-0.4,-1,-8,4,3,7
COc1cc(/C=N/Nc2ccccc2)ccc1OC(=O)c1cccs1,11,-1.0,-3,-1.4,-4,4,-3,2,2
COc1ccc(NC2C=CS(=O)(=O)C2)cc1 (stereo not drawn),21,0.1,2,0.1,-2,-2,1,0,-5
CCCCCCn1cnc2c(oc3nc4c(cc32)CCCC4)c1=O,3,-1.8,3,-1.4,-4,0,-1,0,-6
Cc1cc(NC(=O)C(C)C)ncc1NC(=O)CCc1ccccc1,-23,0.9,-3,0.2,-5,14,-2,1,0
Cc1cc2[nH]c(=O)c(=O)[nH]c2cc1S(=O)(=O)Nc1ccccc1F,-15,1.4,·,0.1,10,-4,2,4,5
COc1cc(Cl)ccc1NC(=S)N(CCCN1CCOCC1)Cc1cn(C)c2ccccc12,-8,-0.1,-14,0.2,3,-4,0,4,-2
NS(=O)(=O)c1ccc(NC(=S)Nc2nn(Cc3ccc(Cl)cc3Cl)cc2Cl)cc1,4,0.1,4,-0.4,13,10,4,4,-4
O=C(OCCN=C1NS(=O)(=O)c2ccccc21)c1ccco1,-7,-0.5,22,-0.3,7,-1,0,10,-1
Cc1c(C(=O)NCCCc2ccccc2)cccc1[N+](=O)[O-],-18,0.9,-3,-1.4,-6,5,11,-1,5
Cc1cc(C(=O)NC2CCCN(Cc3ccc(Cl)cc3)C2)no1 (stereo not drawn),2,0.5,2,0.3,-6,-2,15,0,0
CC(C)OC(=O)c1ccc(COC(=O)CNC(=O)c2ccco2)cc1,11,-0.5,-19,-1.7,-16,-11,-2,6,-6
COc1ccccc1-c1nnc(SCC(=O)NCc2cccs2)n1N,-3,-0.5,-14,0.4,3,21,-6,-2,1
CC(=O)Oc1ccc2ccccc2c1C(NC(=O)Cc1ccccc1)c1ccccc1 (stereo not drawn),-12,0.0,-6,0.6,5,-1,-3,2,0
Cc1c(C)n(Cc2ccccc2)c2ncnc(Cl)c12,-12,-0.2,0,0.0,3,-24,6,3,-6
COc1ccc(-c2noc(CCC(=O)NC3CCCCC3)n2)cc1OC,-6,-0.3,0,0.3,23,-2,6,1,5
COc1ccc(C)cc1S(=O)(=O)NCC(c1ccc2c(c1)OCO2)N1CCOCC1 (stereo not drawn),14,-0.5,-5,-0.1,0,2,4,0,-2
CCOC(=O)N1CCN(c2nc(-c3ccc(OC)cc3)no2)CC1,5,-1.1,-9,0.6,8,1,12,7,-2
Cc1cccc(CNc2ncnc3ccc(-c4cccnc4)cc23)c1,·,·,·,1.9,·,-7,2,4,6
COc1cc2oc(=O)ccc2cc1[C@H](O)[C@@H](O)C(C)(C)O,2,-0.3,·,0.3,1,14,39*,-1,-1
CSc1ccccc1OCc1cc(C(=O)N[C@H]2CCCCNC2=O)no1,21,-0.5,-14,-0.9,-3,1,-7,1,-4
OCCN(Cc1ccccc1)C(=S)Nc1ccc(F)cc1,-11,0.0,-2,0.8,-26,7,0,-1,-1
C1CCN(Cc2nnnn2C2CCCC2)CC1,-8,-0.7,42,-0.6,5,-5,-7,4,-5
CN1CCN(C(=O)/C(C#N)=C/c2ccc(F)cc2)CC1,-12,2.6,1,-0.2,4,11,-6,3,0
Cc1ccc2[nH]c(=O)c(CN(Cc3ccccc3)Cc3nnnn3C3CCCC3)cc2c1,3,-0.1,-20,0.0,24,24,-3,0,8
